# hgDAF12 agonist: H. glycines DAF-12 receptor agonists, primary screen, cell-based, luminescence, HEK293, GAL4 fusion, UAS-luciferase; HEK293 GAL4-hgDAF12 UAS-luciferase reporter, agonist luminescence; normalized to butyrate control; activation, % at 6.8 µM; 370,000 compounds, 1.8% hits;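 active = activation above a cutoff set at the mean of all screened compounds plus 3 SD, cut at about 10% in these data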;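 note: 0% = DMSO wells and 100% = sodium butyrate wells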
# ADAM17 inh: ADAM17 inhibitors, primary screen, biochemical, QFRET. AID 720648, 2013. Disintegrin and metalloproteinase domain-containing protein 17 (Homo sapiens), P78536. inhibition, % at 6.95 µM. 370,000 compounds, 0.83% hits. recombinant ADAM17, EDANS/DABCYL FRET peptide cleavage;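 active = inhibition above the mean of compounds lying between control limits plus 3 SD, set per campaign, cut at about 8.5% in these data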;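 note: 0% = DMSO-only wells as the low control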
# Target sequence (P78536 215-824 limits assumed): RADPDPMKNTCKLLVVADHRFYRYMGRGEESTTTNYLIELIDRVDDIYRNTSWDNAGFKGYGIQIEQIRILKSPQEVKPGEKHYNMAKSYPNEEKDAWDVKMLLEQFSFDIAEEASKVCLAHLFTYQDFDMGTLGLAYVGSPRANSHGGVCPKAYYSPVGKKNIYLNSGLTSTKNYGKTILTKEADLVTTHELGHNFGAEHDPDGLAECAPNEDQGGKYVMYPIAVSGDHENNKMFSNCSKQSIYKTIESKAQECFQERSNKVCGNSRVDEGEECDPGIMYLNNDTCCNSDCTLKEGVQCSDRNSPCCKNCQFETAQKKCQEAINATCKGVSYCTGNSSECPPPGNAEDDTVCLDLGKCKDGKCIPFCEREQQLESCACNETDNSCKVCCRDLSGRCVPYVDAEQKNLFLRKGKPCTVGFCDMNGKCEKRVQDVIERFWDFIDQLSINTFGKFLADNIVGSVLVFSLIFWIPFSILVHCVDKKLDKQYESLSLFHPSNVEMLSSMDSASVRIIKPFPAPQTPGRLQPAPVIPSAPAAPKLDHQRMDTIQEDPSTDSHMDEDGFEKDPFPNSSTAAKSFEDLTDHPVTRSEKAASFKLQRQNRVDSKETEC
# DAX1 inh-1: DAX1 (NR0B1) inhibitors, primary screen, cell-based, HEK293, Gal4-DAX1, luciferase luminescence | HEK293 Gal4-DAX1 luciferase reporter | inhibition, % at 6.75 µM | 340,000 compounds, 0.99% hits | AID 504766, 2011;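 active = inhibition above the mean over all tested compounds plus 3 SD, cut at about 4.2% in these data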;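 note: 0% = DAX1-transfected cells with DMSO and 100% = empty-vector control cells with DMSO; inhibition shows as a rise in luminescence from relieved DAX1 repression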
# Target sequence (P51843 207-470 limits assumed): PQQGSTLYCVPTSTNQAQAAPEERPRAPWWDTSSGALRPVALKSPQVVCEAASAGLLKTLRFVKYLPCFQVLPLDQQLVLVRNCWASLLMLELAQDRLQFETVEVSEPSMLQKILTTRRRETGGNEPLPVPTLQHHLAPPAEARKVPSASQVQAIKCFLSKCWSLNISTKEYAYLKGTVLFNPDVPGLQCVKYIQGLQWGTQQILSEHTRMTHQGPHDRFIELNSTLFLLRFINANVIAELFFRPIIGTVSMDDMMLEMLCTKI
# hcDAF12 agonist: H. contortus DAF-12 nuclear receptor activators, primary screen, cell-based, luminescence, HEK293, lit1-tk-luc reporter; 370,000 compounds, 1.4% hits; HEK293 hcDAF-12 lit1-tk-luc reporter; 0% DMSO, 100% Δ7-dafachronic acid; activation, % at 6.8 µM; AID 652067, 2013;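 active = activation above the mean of all tested compounds plus 3 SD, cut at about 5.5% in these data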;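 note: 100% = response to 3 µM Δ7-dafachronic acid high control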
# GAA850 FXN act: FXN promoter activators, primary screen, cell-based, luciferase luminescence, HEK293 lucGAA850. HEK293 lucGAA850 FXN promoter luciferase reporter, 24 h; percent of 10 µM SAHA response. activation, % at 6 µM. 360,000 compounds, 0.56% hits;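 active = activation above the average of all compounds screened plus 3 SD, cutoff fixed separately per campaign, cut at about 7.5% in these data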;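 note: 0% = DMSO wells and 100% = 10 µM SAHA wells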
# ADAM10 inh: human ADAM10 inhibitors, primary screen, biochemical, QFRET, HTS; Disintegrin and metalloproteinase domain-containing protein 10 (Homo sapiens), O14672; recombinant ADAM10, EDANS/DABCYL FRET peptide cleavage, 3 h; inhibition, % at 7 µM; 370,000 compounds, 0.62% hits;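 active = inhibition above a per-campaign cutoff equal to the mean of compounds falling between control-based bounds plus 3 SD, cut at about 20% in these data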;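 note: 0% = DMSO wells while the 100% control is not disclosed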
# PLCb3 inh: human PLC-beta3 inhibitors, primary screen, biochemical, fluorescence; 1-phosphatidylinositol 4,5-bisphosphate phosphodiesterase beta-3 (Homo sapiens), Q01970; Purified PLC-beta3, fluorogenic substrate; inhibition, % at 12.2 µM; 370,000 compounds, 0.18% hits; AID 720704, 2013; in the data active = inhibition above about 11%;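 note: 0% = median of compound wells on plate and 100% = full blocker control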
# DAX1 inh-2: DAX1 (NR0B1) inhibitors on StAR promoter, primary screen, cell-based, luminescence, SF-1 (NR5A1), full-length DAX-1; HEK293T StAR-luciferase reporter, SF-1/DAX-1 repression relief; inhibition, % at 6.8 µM; 370,000 compounds, 1.1% hits; AID 652010, 2013;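 active = inhibition above the mean over all tested compounds plus 3 SD, cut at about 3.6% in these data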;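 note: 0% = DAX-1 cells with DMSO and 100% = cells lacking DAX-1 with DMSO; higher inhibition means more luminescence from relief of DAX-1 repression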
# PLCg1 inh: PLC-gamma1 enzyme inhibitors, primary screen, biochemical, fluorescence, purified enzyme; 1-phosphatidylinositol 4,5-bisphosphate phosphodiesterase gamma-1 (Homo sapiens), P19174; fluorogenic substrate; inhibition, % at 12.2 µM; 370,000 compounds, 0.84% hits; AID 720700, 2013; in the data active = inhibition above about 9.5%
# ssDAF-12 act: S. stercoralis DAF-12 nuclear receptor activators, primary screen, cell-based, luminescence, HEK293, GRIP1 co-expression, lit1-tk-luc. activation, % at 6.8 µM. Nuclear hormone receptor DAF-12 (Strongyloides stercoralis). 370,000 compounds, 1% hits. HEK293 ssDAF-12/GRIP1 lit1-tk-luc reporter; % of 3 µM dafachronic acid response;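 active = activation above the mean over all tested compounds plus 3 SD, cut at about 0.9% in these data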;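 note: 0% = DMSO-only wells and 100% = 3 µM delta7-dafachronic acid wells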
# HGIII-sPLA2 inh: human group III sPLA2 inhibitors, primary screen, biochemical, QFRET, BODIPY PC-A2 liposome substrate; AID 743126, 2013; QFRET BODIPY PC-A2 liposome hydrolysis, fluorescence; 370,000 compounds, 0.56% hits; inhibition, % at 12.2 µM; Group 3 secretory phospholipase A2 (Homo sapiens), Q9NZ20;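 active = inhibition above mean plus 3 SD of compounds lying within the high and low control bounds, cut at about 19% in these data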;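 note: 0% = median of test compound wells and 100% = no enzyme DMSO wells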
# The depositor's hits bear a star; x = not tested or not shown.
SMILES,hgDAF12 agonist,ADAM17 inh,DAX1 inh-1,hcDAF12 agonist,GAA850 FXN act,ADAM10 inh,PLCb3 inh,DAX1 inh-2,PLCg1 inh,ssDAF-12 act,HGIII-sPLA2 inh
C=CCNc1cc(C(F)(F)F)nc(-c2ccccn2)n1,0.2,-2,0.5,1.3,-2.9,-2,3,-0.6,0,-1.4,5
CSCCC(NC(=O)c1cccc(S(=O)(=O)N2CCN(C(C)=O)CC2)c1)c1nc2ccccc2[nH]1 (configuration not stated),1.5,1,0.7,-1.0,0.2,-17,-4,0.2,-3,-1.2,11
Fc1cccc(Cc2noc(CN3CCC(c4ccncc4)CC3)n2)c1,-5.0,4,-2.9,-3.9,1.4,2,-1,-1.9,-2,-1.5,5
CCOC(=O)C(C(=O)OCC)N(C#N)c1nc(OC)nc(N(C)C)n1,-0.3,-5,2.4,-1.6,-2.3,-7,0,0.3,-1,-0.8,6
O=C1C=C(c2cc(F)ccc2F)C[C@@H](c2ccc(Cl)cc2)C1,-1.4,2,0.2,-2.8,2.7,14,-10,-0.7,2,-1.5,-4
CC(C)CC1NC(=O)c2ccc(Cl)cc2-n2c1nc1ccc(Cl)cc1c2=O (configuration not stated),0.8,-3,x,0.3,x,-8,-3,0.0,-2,-1.2,6
COc1ccc(OC)c(S(=O)(=O)N(C)CC(=O)N2CCN(c3ccccc3F)CC2)c1,-2.6,-1,2.3,-1.0,1.5,7,3,-0.7,3,-1.6,2
COc1ccc(C(=O)OCCN2C(=O)c3ccccc3C2=O)cc1OC,1.7,-2,-0.1,-1.1,-0.7,-2,-6,-0.3,1,-1.6,-3
O=C(NC1CCCC1)NS(=O)(=O)c1ccccc1Cl,-0.5,1,-0.6,0.3,0.8,6,1,0.6,1,-0.4,6
COc1ccc(-c2cc([N+](=O)[O-])ccc2OCC(=O)N(C)CC(=O)Nc2ccc(C)cc2)cc1,0.4,7,-0.2,-1.5,6.9,16,-4,-2.4,4,-0.9,-30
Cc1cccc(N(C(=O)c2nsc(Cl)c2Cl)C(C(=O)NC2CCCC2)c2ccc(O)cc2)c1C (configuration not stated),-4.0,7,-0.5,-1.9,1.9,15,-3,-0.3,-2,-0.8,-16
COc1ccccc1OCC(=O)Nc1cccc(N(C)S(C)(=O)=O)c1,3.1,-5,-0.1,-0.5,4.1,-3,2,-0.4,2,-0.8,4
Cn1cnc([N+](=O)[O-])c1Oc1cccc(O)c1,-2.5,3,-0.7,-1.6,-1.7,2,2,0.0,1,-1.8,7
Cc1c(OCc2nn[nH]n2)ccc2c3c(c(=O)oc12)CCC(C)C3 (configuration not stated),-2.7,-129,-0.8,-1.6,0.6,-371,-47,-0.1,-38,-1.5,-10
COC(=O)c1cn(CCOc2ccc(C)cc2)c2ccccc12,3.4,8,2.5,-0.4,-2.8,14,2,-1.0,3,-0.9,-15

# Two compounds picked at random from those above:
SMILES,hgDAF12 agonist,ADAM17 inh,DAX1 inh-1,hcDAF12 agonist,GAA850 FXN act,ADAM10 inh,PLCb3 inh,DAX1 inh-2,PLCg1 inh,ssDAF-12 act,HGIII-sPLA2 inh
O=C(NC1CCCC1)NS(=O)(=O)c1ccccc1Cl,-0.5,1,-0.6,0.3,0.8,6,1,0.6,1,-0.4,6
CSCCC(NC(=O)c1cccc(S(=O)(=O)N2CCN(C(C)=O)CC2)c1)c1nc2ccccc2[nH]1 (configuration not stated),1.5,1,0.7,-1.0,0.2,-17,-4,0.2,-3,-1.2,11

# The results go on:
SMILES,hgDAF12 agonist,ADAM17 inh,DAX1 inh-1,hcDAF12 agonist,GAA850 FXN act,ADAM10 inh,PLCb3 inh,DAX1 inh-2,PLCg1 inh,ssDAF-12 act,HGIII-sPLA2 inh
O=C1CCN(C(=O)c2ccccc2)c2ccccc21,-2.7,-4,0.7,-0.8,-0.7,-2,-1,-0.4,-2,-1.3,-2
Cc1ccc(NC(=O)CN(C)C(=O)c2ccc(OCc3c(C)noc3C)cc2)cc1,0.3,1,-1.5,-0.9,-0.8,0,-7,0.3,-5,-0.6,-8
COc1ccc(-n2nc(C(=O)NCC(=O)N3CC(C)CC(C)C3)c3ccccc3c2=O)cc1 (configuration not stated),-3.2,-1,-1.0,-2.9,-0.8,-3,-50,-0.5,-23,-1.8,2
CCN1CCN(C(=O)C2(NC(=O)Nc3ccccc3Cl)CCCCC2)CC1,-0.8,0,-1.7,-1.6,-1.8,0,1,-0.3,-1,-1.4,1
COc1ccc(N2CCN(Cc3nc4cc(Cl)ccc4c(=O)[nH]3)CC2)cc1,1.7,2,1.0,-1.5,1.1,2,-5,-0.7,3,-1.6,4
N#CCSCC(=O)Nc1ccccc1,0.8,-3,1.1,1.3,2.0,1,0,0.9,0,-1.3,2
COc1ccc(CSCCN)cc1Cl,0.1,-1,0.1,-0.3,0.6,5,3,0.6,4,-0.8,3
COc1ccc(/C(N)=N/OC(=O)CCC2CCCC2)cc1OC,1.1,3,1.1,-0.4,0.6,8,-103,-0.2,3,-1.4,-3
COc1cccc(CN(C)C(=O)c2ccc(NC(=O)CC3SC(N4CCCCC4)=NC3=O)cc2)c1OC (configuration not stated),-0.5,1,0.1,0.0,0.4,-2,-4,-1.5,-2,-1.4,-15
O=C(COc1ncnc2ccc(Br)cc12)NC1CCCC1,0.0,-3,-0.6,-0.6,2.6,-4,-6,-1.4,1,-1.2,0
O=Cc1ccccc1-n1cncn1,-0.2,-8,0.3,1.2,-1.6,-3,-6,-0.4,0,-0.5,6
COc1ccc(NC(=O)CN(C)C(=O)/C=C/c2cn(-c3ccccc3)nc2-c2ccc(F)cc2)cc1,0.4,-7,0.5,-0.5,-1.4,-9,-5,0.0,4,-1.2,1
COC(=O)[C@@]12C[C@@H](CC(=O)NCC3CCCCC3)C(=O)N(Cc3cccc4ccccc34)C1=CCC(C)(C)C2,1.2,-3,x,0.0,x,-2,2,1.0,3,-0.7,-4
COc1ccccc1C(C)NCC(=O)Nc1c(F)cccc1F (configuration not stated),0.7,-4,1.8,-1.4,0.8,-3,-7,-0.7,1,-1.3,1
Cc1cc(C)n(CC(O)COc2ccc(C(C)C)c(C)c2)n1 (configuration not stated),-0.6,1,1.1,2.8,0.4,-2,-2,0.4,-1,0.6,-7
CCOC(=O)c1c(CC(C)C)csc1NC=O,-1.2,0,0.0,-2.4,4.9,6,0,0.8,2,-1.1,0
Cc1nnc2ccc(N3CCCCC3)nn12,0.5,-1,2.2,-1.1,-0.5,-2,-5,0.1,0,-1.2,0
Cc1ccc(S(=O)(=O)N2CCOCC2)cc1NC(=O)CN1CCN(c2ccc(O)cc2)CC1,-11,-2,-2.9,-5.4,-8.2,-1,1,-2.0,1,-2.3,1
CC(=O)NC(=S)Nc1cc(C(=O)O)ccc1Cl,0.5,-1,-0.2,-0.6,1.9,1,5,1.5,-1,-1.2,5
Cc1ccc(-c2c(C)n([O-])c3c([n+]2=O)CCCCC3)o1,2.2,-1,0.7,-2.4,-0.8,-1,-4,0.2,-8,-0.9,-1
COc1ccc(C(=O)NCC(=O)OCC(=O)c2cc(OC)c(OC)c(OC)c2)cc1OC,-1.8,-8,1.6,0.3,0.8,-9,-3,-0.2,-4,-0.1,8
CCC(C)NC(=O)C1CCN(S(=O)(=O)N2CCCC2)CC1 (configuration not stated),-0.1,1,0.6,-0.8,1.9,3,6,-0.2,1,-1.4,-2
O=C(N[C@H](Cc1ccccc1)C(=O)N1CCN(c2ncccn2)CC1)[C@H]1O[C@@H](n2ccc(=O)[nH]c2=O)[C@H](O)[C@@H]1O,2.8,-9,x,-0.4,x,-28,-3,-0.9,-5,-0.6,3
Cc1ccc2sc(N(CCN(C)C)C(=O)c3ccc(S(=O)(=O)N4CC(C)OC(C)C4)cc3)nc2c1C (configuration not stated),0.9,-4,0.1,0.0,-2.8,5,-7,1.1,-1,-0.5,-1
COc1ccccc1/C=C/CN1CCCC(CO)(Cc2cccc(Cl)c2)C1 (configuration not stated),5.1,1,0.1,-2.5,-1.0,1,-27,0.4,1,-1.6,-12
Cc1cccc(NC(=O)NNC(=O)CCc2ccccc2)c1,-0.7,2,1.9,-0.1,1.8,5,-4,-1.2,2,-1.2,0
Cc1csc(SC(C)C(=O)NCC(=O)Nc2ccc(F)c(F)c2F)n1 (configuration not stated),-1.2,-6,1.1,-1.1,0.5,3,-6,0.5,-1,-0.8,0
CCN(c1ccccc1)S(=O)(=O)c1ccc(OCc2c(C)noc2C)cc1,-2.1,2,0.5,-1.9,3.3,10,2,-1.5,2,-1.4,-18
Cc1ccc(OCC(O)CNC(C)c2ccccc2)cc1C (configuration not stated),-1.6,-4,0.8,-0.9,1.9,1,-5,1.1,1,-0.8,9
O=C(Nc1ccccc1)C(Cc1ccccc1)NC(=O)C12CC3CC(CC(C3)C1)C2 (configuration not stated),0.7,-4,1.0,-2.4,0.0,-2,1,-0.4,0,-1.0,1
N#C/C(C(=O)N1CCOCC1)=C1/SC(Cc2ccc(F)cc2)C(=O)N1c1ccccc1 (configuration not stated),3.9,3,0.7,-2.5,-2.0,9,0,0.1,-2,-1.6,-32
COc1ccc(/C=N/n2cnn(Cc3ccccc3Cl)c2=S)cc1OC,1.1,-3,0.1,-0.5,-0.8,3,0,-0.2,1,-0.8,3
CC(C)C(=O)NNC(=O)CN1CCN(c2nc(-c3ccccc3)cs2)CC1,-0.5,-1,0.7,-1.4,0.1,1,-6,-0.6,3,-1.2,-3
Cc1ccccc1-n1c(SCC(=O)Nc2c(C)cccc2C)nc(O)cc1=O,0.3,1,0.5,-0.6,0.8,-8,-8,0.1,-2,-0.8,2
COc1ccc(Cl)cc1NC(=S)N(Cc1ccc(C(=O)O)cc1)Cc1ccc(OC)c(OC)c1,-1.0,-1,0.3,-0.8,2.4,5,-2,-0.6,0,-0.6,-14
COc1ccccc1N1CCN(C(=O)COc2cc(C)cc3oc(=O)cc(C)c23)CC1,0.5,-7,-0.8,-0.8,2.8,-17,-2,0.1,-6,-1.0,8
COc1ccc(/C=C/C(=O)OCC(=O)NCCC2=CCCCC2)cc1S(=O)(=O)N1CCOCC1,1.7,-3,-1.0,-0.2,1.1,-1,-5,-0.6,2,-1.7,-3

# The order is random. Share with any hit: about 6.9%.
